bIAP activator = increases bovine intestinal alkaline phosphatase activity. AID 1016. purified bovine IAP, CDP-star luminescence, 30 min; hits give high values; fold of DMSO-control signal, blank-subtracted. activation factor at 20 µM. 200,000 compounds, 0.17% hits;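 active = activation factor of 2 or more at 20 µM, a signal rise over negative controls twice the positive control's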
NF-kB expr up = NF-kB expression increase, human neuronal cells. 190,000 compounds, 1.6% hits. fold change at 12.5 µM. NF-kB reporter expression; hits give high values; in the data active = fold change above about 3.3
TNAP inh hiacc = inhibitors of human TNAP at high phosphate acceptor concentration | 200,000 compounds, 0.03% hits | inhibition, % at 20 µM | purified TNAP, CDP-star luminescence, 1 M DEA;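 active = over 50% inhibition of tissue-nonspecific alkaline phosphatase at 20 µM in the single-dose screen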;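 also: plate controls were DMSO wells for no effect and EDTA-quenched wells as full inhibition for full effect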
Target sequence (P05186 whole entry, looked up): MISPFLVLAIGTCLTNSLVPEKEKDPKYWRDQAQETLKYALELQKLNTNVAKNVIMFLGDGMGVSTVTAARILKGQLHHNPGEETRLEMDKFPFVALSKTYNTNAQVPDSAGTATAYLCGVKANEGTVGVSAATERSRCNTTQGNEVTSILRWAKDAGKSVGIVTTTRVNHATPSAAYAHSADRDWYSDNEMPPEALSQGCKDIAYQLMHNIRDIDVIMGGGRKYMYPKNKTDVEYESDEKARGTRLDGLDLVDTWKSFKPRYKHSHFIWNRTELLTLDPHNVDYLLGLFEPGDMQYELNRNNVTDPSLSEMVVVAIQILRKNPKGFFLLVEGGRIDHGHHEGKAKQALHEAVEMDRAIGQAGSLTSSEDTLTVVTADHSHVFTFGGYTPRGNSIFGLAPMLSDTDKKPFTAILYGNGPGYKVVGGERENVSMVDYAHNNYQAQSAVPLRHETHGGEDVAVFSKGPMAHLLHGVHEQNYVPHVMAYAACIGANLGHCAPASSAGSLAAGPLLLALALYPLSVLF
PMI act satM6P = increases human PMI activity with near-saturating mannose 6-phosphate; P34949; coupled PMI enzyme assay, resazurin fluorescence, 20 min; hits give high values; 1 = untreated enzyme, 0 = substrate-free blank; activation factor at 20 µM; 190,000 compounds, 0.34% hits; AID 1216;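 active = activation factor of 2 or more at 20 µM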
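Test system: human phosphomannose isomerase with PGI, G6PDH, diaphorase coupling enzymes; amount: 15 ng/mL PMI; incubation: enzyme reaction with compound 20 min at room temperature; technique: resorufin fluorescence (Ex 544/Em 590 nm) from resazurin via diaphorase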
FLuc stim CS = affects firefly luciferase, flagging false hits in luciferase stimulation screens; P08659; ATPlite luciferase biochemical, luminescence, 10 min; 0 = ATP-free wells, 1 = DMSO control; activation factor at 10 µM; 200,000 tested, under 10 active; AID 1027;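 active = luciferase activation factor, scaled between plate controls, of at least 2 with compound at 10 µM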
Target sequence (P08659 whole entry, looked up): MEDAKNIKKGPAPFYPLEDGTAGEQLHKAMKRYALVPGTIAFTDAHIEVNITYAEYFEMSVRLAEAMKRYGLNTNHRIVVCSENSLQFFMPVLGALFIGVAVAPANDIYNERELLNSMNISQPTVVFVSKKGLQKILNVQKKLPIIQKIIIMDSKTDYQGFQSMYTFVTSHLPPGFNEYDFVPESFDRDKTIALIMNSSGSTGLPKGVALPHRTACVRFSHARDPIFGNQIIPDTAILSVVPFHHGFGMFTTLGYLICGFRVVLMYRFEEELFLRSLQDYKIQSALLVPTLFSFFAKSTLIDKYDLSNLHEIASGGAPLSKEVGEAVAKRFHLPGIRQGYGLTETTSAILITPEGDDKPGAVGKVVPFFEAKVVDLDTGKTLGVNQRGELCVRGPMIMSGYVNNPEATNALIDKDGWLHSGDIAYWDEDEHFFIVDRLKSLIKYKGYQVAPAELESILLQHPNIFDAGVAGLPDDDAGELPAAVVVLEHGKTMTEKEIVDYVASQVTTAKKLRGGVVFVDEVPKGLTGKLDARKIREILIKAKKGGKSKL
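System: luciferase plus luciferin reagent, cell-free; medium: PBS as buffer for the ATP substrate; dosing: test compounds dosed from 2 mM stocks in 100% DMSO; timing: 10 min post-reagent at room temperature; measured by: luminescence measurement of luciferase light output; evaluation: luciferase activation, seen as luminescence increase over controls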
APP 5'UTR act = APP 5'UTR luciferase reporter activation; AID 1276; 190,000 compounds, 1% hits; SH-SY5Y APP 5'UTR luciferase reporter, luminescence; zero percent = DMSO vehicle wells; activation, % at 2 µM;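 active = activation above a set limit, based on mean plus 3 SD of controls, cut at about 140% in these data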; also: values of inactives mirror those of a sister screen read the other way
PMI activator = activators of human phosphomannose isomerase; purified human PMI, coupled resazurin fluorescence, 20 min; hits give high values; 1 = vehicle control, 0 substrate-free wells; activation factor at 20 µM; P34949; 190,000 compounds, 0.005% hits;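 active = activation factor of 2 or more at 20 µM, relative to plate controls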
FLuc inh counter = inhibits firefly luciferase, flagging false hits in luciferase inhibition screens; ATPLite firefly luciferase biochemical luminescence, 10 min; inhibition, % at 10 µM; 200,000 compounds, 1.5% hits; AID 1006;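 active = inhibition above about 50% when tested at 10 µM, limit read from the data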
TNAP act hi DEA = increases human TNAP activity under high phosphate acceptor concentration. P05186. purified TNAP, CDP-star luminescence, 1 M DEA, 30 min; hits give high values; 0 = EDTA background, 1 = DMSO-only activity. activation factor at 20 µM. 200,000 tested, under 10 active. AID 1136;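 active = activation factor at least 2 at 20 µM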
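system = human TNAP | amount = enzyme diluted 1/800 final | reagent = 100 µM CDP-star substrate | signal = luminescent substrate turnover signal | dosing = one dose, 20 µM | benchmarks = EDTA negative control, DMSO positive control | measure = activation factor | timing = 30 min reaction, room temperature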
TNAP inh no acc = inhibitors of human TNAP without phosphate acceptor. P05186. purified TNAP, CDP-star luminescence, 30 min. inhibition, % at 20 µM. 200,000 compounds, 0.26% hits;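 active = tissue-nonspecific alkaline phosphatase inhibition above about 50% at 20 µM in the single-dose screen, limit read from the data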;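 also: 0% = DMSO negative control and 100% = EDTA positive control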
The depositor's hits bear a star; / = no result given.

cpd	structure	bIAP activator	NF-kB expr up	TNAP inh hiacc	PMI act satM6P	FLuc stim CS	APP 5'UTR act	PMI activator	FLuc inh counter	TNAP act hi DEA	TNAP inh no acc
1	O=C(N/N=C/c1cccnc1)c1cccc(S(=O)(=O)Nc2cccc(Cl)c2)c1	1	0.93	-1	0.9	1	11	1	0	1	-1
2	NC(N)=NC(=O)c1nc(Cl)c(N)nc1N	0.8	1.6	-1	1.1	1.1	5	1	-7	1	-8
3	COc1ccc(N=C2S/C(=C\c3cc(C)n(C)c3C)C(=O)N2CC(C)C)cc1	0.9	0.89	2	1	1	7	1	-1	1	-1
4	O=C(O)c1ccc(Cn2cc(Cl)cn2)cc1	0.9	1.1	-4	0.9	1	-43	0.9	-5	1	-11
5	CSc1ccc(/C=N/NC(=O)c2ccc(C)c(C)c2)cc1	1	1.6	-6	1	0.9	-8	1	8	1.1	-9
6	NC(=O)C1CCN(C(=O)CN2CCc3ccccc32)CC1	1	1	2	1.5	1	-1	1.2	-5	1	-6
7	O=C(C[n+]1ccc(-c2nnc3n2CCC3)cc1)c1ccc(Cl)c(Cl)c1	0.8	1	2	1.3	1	9	1.3	0	1	1
8	CC1Cc2ccccc2N1Cc1cc(=O)n2ccsc2n1 (configuration not stated)	0.9	0.91	6	1.2	1	1	1.3	-4	0.9	-9
9	C#CCOC(=O)Nc1ccc(=O)n(Cc2c(Cl)cccc2Cl)c1	1	1	1	0.5	1	6	0.7	-2	1	-6
10	COc1cccc(-c2noc(CCCC(=O)N3CCOCC3)n2)c1	1	1.1	-6	1.1	1	19	1	-4	1.1	-14
11	Cc1ccc(NC(=O)CSc2nnc(NC(=O)c3ccc(S(=O)(=O)N4CCOCC4)cc3)s2)cc1	0.9	1.2	3	1.1	0.9	-2	1	13	1	-6
12	CN(c1ccccc1C(=O)Nc1cccc(C(F)(F)F)c1)S(C)(=O)=O	0.9	1.1	0	1.1	1	-1	0.9	-3	1	-10
13	Cc1cc(O)ccc1NC(=O)CCN1C(=O)c2ccc([N+](=O)[O-])cc2C1=O	0.8	1.1	-5	0.8	1	-11	0.9	-1	1	-9
14	O=C(CSc1nc2nc(-c3cccs3)cc(C(F)(F)F)c2c(=O)[nH]1)Nc1ccc(F)c(F)c1	1	0.91	0	1	1.1	14	0.9	-5	1	3
15	Cc1cc(/C=C2\SC(=Nc3ccc(N4CCOCC4)cc3)N(C)C2=O)c(C)n1-c1cccnc1	0.5	1.2	1	0.8	1	19	0.9	0	1	2
16	O=C(NCCNC(=O)c1cc(OCC(F)(F)F)ccc1OCC(F)(F)F)Nc1ccc(Cl)cc1	1	1.1	6	1	1	22	1	-2	0.9	-2
17	CC(C)OCCCNC(=O)c1ccncc1	1	1.3	-6	1	1	-5	1	1	1.1	3
18	CCOC(=O)N1CCN(Cc2cc(=O)oc3cc4c(cc23)CCC4)CC1	1	1.1	1	1	1	-2	1	-5	1	-6
19	CO[C@@]1(NC(=O)Cc2cccs2)C(=O)N2C(C(=O)O)=C(COC(N)=O)CS[C@@H]21	0.9	1	-1	0.8	1	13	0.9	-1	1	-3
20	Cc1cc(N/N=C/c2ccccc2)nc(NCc2ccccc2)n1	0.6	0.95	6	0.8	0.2	34	0.8	76*	0.9	-12
21	O=[N+]([O-])c1ccccc1CSc1nnc2ccccn12	1	1.9	-4	0.9	1	23	0.9	-4	1	0
22	C/C(=N/NC(=O)c1ccc(Br)o1)c1ccc(C)o1	1	1.4	-7	1.1	1	13	1.1	-2	1.1	0
23	COc1ccc(NC(=O)C2CCCN(S(=O)(=O)c3ccc4c(c3)oc(=O)n4C)C2)cc1OC (configuration not stated)	1	0.93	-8	1	1.1	5	0.9	-7	1.1	-21
24	O=C(NCCCCCCNC(=O)C1CCCC1)C1CCCC1	0.8	1.1	0	1	1.1	2	1	-7	1	-9
25	O=[N+]([O-])c1cccnc1N1CCCCC1	1	1.1	3	0.9	1.1	2	0.9	-7	1	2
26	C/C(=N\NC(=O)c1ccc(NS(=O)(=O)c2cccs2)cc1)c1cccs1	0.9	1.1	-5	1	1.1	-5	1	-7	1.1	-15
27	Cc1cccc(N2C(=O)C3CCC(c4ccccc4)CC3C2=O)c1 (configuration not stated)	0.9	1.2	1	1.1	1	-8	1	-3	1	-2
28	CN1C(=O)C2(C(C#N)=C(N)N(c3cc(Cl)cc(Cl)c3)C3=C2C(=O)CCC3)c2ccccc21 (configuration not stated)	1.1	0.6	-6	1	1.1	-13	1	-6	1.1	-12
29	CN(C)Cc1ccccc1Sc1ccc(Br)cc1	0.9	1.1	-1	1	1.1	-5	1	-7	1	-7
30	CSc1nc(-c2ccccc2)nn1C(=O)c1ccco1	0.9	1.4	-3	1.1	1.1	6	1.1	-8	1	40
31	Cc1cn2c(-c3ccncc3)nnc2s1	1	1.1	-4	0.9	1.1	-5	0.9	-5	1	-8
32	Cc1cccc(C(=O)OCc2cc3ccccc3[nH]c2=O)c1	1	1.1	-5	1	1	-9	1	2	1	-10
33	CCOc1ccc2nc(-c3ccccc3)[nH]c2c1	0.9	5.4*	-2	0.9	0.2	142*	0.9	84*	1	-7
34	COc1cc(/C=N/NC(=S)NC(C)C)ccc1OCC(=O)Nc1c(C)cc(C)cc1C	0.7	1.2	-5	1.1	1	0	1	-4	1.1	-8
35	O=C(CS(=O)(=O)c1cn(Cc2ccc(F)cc2)c2ccccc12)N1CCOCC1	1	1	-7	1	1	5	1	-4	1.1	-9
36	Cc1ccc(C(C(=O)NC2CCCCC2)N(C(=O)c2csnn2)C2CCCC2)o1 (configuration not stated)	1	0.89	-2	1	1.1	7	1	-12	1	-2
37	COc1cc2c(cc1OC)CN(C(=O)c1ccccc1C(=O)O)CC2	1	0.92	-6	0.9	1.1	2	1	-8	1.1	-9
38	O=C(Nc1ccc(-c2nc3cc(Cl)ccc3o2)cc1)C1CCCO1 (configuration not stated)	0.9	2.3	2	1.1	0.7	74	1	30	1	-2
39	Cc1ccccc1-c1ccc(C(=O)Nc2cccc(F)c2)o1	3.5*	1.4	-1	1.1	0.9	19	1.1	7	1	-6
40	O=C(Nc1ccc2c(c1)OCO2)c1c(F)cccc1F	0.9	2.6	1	1	0.8	86	1	20	1	-8

In the list so far, 2 have bromine:
cpd	structure	bIAP activator	NF-kB expr up	TNAP inh hiacc	PMI act satM6P	FLuc stim CS	APP 5'UTR act	PMI activator	FLuc inh counter	TNAP act hi DEA	TNAP inh no acc
22	C/C(=N/NC(=O)c1ccc(Br)o1)c1ccc(C)o1	1	1.4	-7	1.1	1	13	1.1	-2	1.1	0
29	CN(C)Cc1ccccc1Sc1ccc(Br)cc1	0.9	1.1	-1	1	1.1	-5	1	-7	1	-7

Next results:
cpd	structure	bIAP activator	NF-kB expr up	TNAP inh hiacc	PMI act satM6P	FLuc stim CS	APP 5'UTR act	PMI activator	FLuc inh counter	TNAP act hi DEA	TNAP inh no acc
41	CCOC(=O)c1c(-c2ccc(C)o2)csc1NC(=O)CN1CCC(C(N)=O)CC1	1.1	0.53	-5	1	1	-11	1	-2	1.1	-8
42	O=C(COc1ccccc1[N+](=O)[O-])N/N=C/C=C/c1ccco1	1	1.1	2	0.8	1	15	0.9	-1	1	1
43	CCc1nc(SCC(=O)Nc2cccc(C(F)(F)F)c2)c2c(=O)n(C)c(=O)n(C)c2n1	0.9	0.94	-6	0.9	1.1	0	1	-6	1.1	-2
44	O=C(O)c1cc(=O)c2c(OCC(O)COc3cccc4oc(C(=O)O)cc(=O)c34)cccc2o1	0.9	1	-5	1	1	3	1.1	-4	1.1	-13
45	Cc1cc(C)n(-c2cc(=O)n(C)c(=O)n2C)n1	0.9	1.2	1	1	1	-4	1	0	1	-6
46	COC(=O)c1cc2sccc2n1Cc1nc(-c2ccc(Cl)cc2)oc1C	0.9	0.93	2	0.8	1	3	0.8	-1	1	-6
47	COCc1nnc(N)s1	0.9	1.1	0	1	1.1	51	1	-5	1	1
48	COc1cc(/C=C/C(=O)C2C(=O)C=C(C)OC2=O)cc(OC)c1O (configuration not stated)	0.8	1.5	25	0.8	1	-6	0.8	4	0.8	16
49	CC(/C=N/NC(=O)C(O)c1ccccc1)=C\c1ccccc1 (configuration not stated)	1	1.9	-5	1	0.9	15	1	9	1.1	-10
50	COc1cc(OC)c(-c2noc(C(=O)OC(C)(C)C)c2C(=O)OC(C)(C)C)c(OC)c1	0.6	1.2	-1	0.8	1	0	1	-2	1	4
51	C=CCn1c(SCC(=O)NC2CCCc3ccccc32)nnc1-c1ccncc1 (configuration not stated)	1	0.92	-4	1	1	8	1	-5	1	-8
52	COc1cccc(C(=O)Nc2cc([N+](=O)[O-])ccc2N2CCN(C)CC2)c1	0.9	1	-2	1.1	1.1	-16	1	-6	1	-6
53	O=C(NC1CSC/C1=N\O)c1ccccc1 (configuration not stated)	1	0.99	3	0.9	1	17	1.1	1	1	-4
54	CC(C)C[C@H](N)c1nnc(S(=O)(=O)Cc2cccc(F)c2)o1	1	0.99	0	1.4	1.1	5	1.2	-8	1	-6
55	O=C(Nc1cc(C(F)(F)F)ccc1N1CCCCC1)c1ccco1	0.8	1.3	0	1	1	-11	1	-2	1	-5
56	COc1ccc(C(=O)O/N=C(\C)c2ccccc2)cc1	0.7	1.4	-6	0.9	0.1	-3	0.9	90*	1.1	-14
57	COc1ccc(C2/C(=C(/O)c3ccc(C)cc3)C(=O)C(=O)N2CC2CCCO2)cc1OC (configuration not stated)	1.2	1.3	-2	/	1.1	10	/	-6	1	-4
58	NC(=O)c1ccc(NC(=O)COC(=O)c2c3c(nc4ccccc24)/C(=C\c2cccs2)CCC3)cc1	0.9	0.55	-2	0.9	1.1	-9	0.9	-6	1	-14
59	CCOc1ccc(C(=O)CC(NCc2cccs2)C(=O)O)cc1 (configuration not stated)	0.9	1.2	-1	1	1	11	1	-4	1	-2
60	O=S(=O)(NCc1ccc(Cl)cc1)c1cnc[nH]1	1.1	1.3	12	0.9	1	3	0.9	-2	0.9	4
61	Cc1ccc(NC(=S)NCCC(c2ccccc2)c2ccccc2)c(C)c1	1	1	-22	0.8	1.1	12	0.8	-6	1.2	-66
62	O=C(CCNS(=O)(=O)c1cccc2nsnc12)Nc1ccc2c(c1)OCCO2	0.8	0.69	0	1	1.1	-3	0.9	-6	1	-8
63	CCCCn1nc(NC(=O)c2cccs2)c2cc3cc(OC)ccc3nc21	1.2	0.42	-2	0.9	1	3	0.8	5	1	-16
64	S=C(NCC1CCCO1)Nc1cccc(Cl)c1 (configuration not stated)	1	0.9	-6	1.1	1.1	17	1	-7	1.1	-10

Look-ups from the entries so far.
no. 61 – TNAP inh hiacc = -22
no. 63 – PMI activator = 0.8

Three records drawn at random from the list so far, as already listed:
cpd	structure	bIAP activator	NF-kB expr up	TNAP inh hiacc	PMI act satM6P	FLuc stim CS	APP 5'UTR act	PMI activator	FLuc inh counter	TNAP act hi DEA	TNAP inh no acc
63	CCCCn1nc(NC(=O)c2cccs2)c2cc3cc(OC)ccc3nc21	1.2	0.42	-2	0.9	1	3	0.8	5	1	-16
61	Cc1ccc(NC(=S)NCCC(c2ccccc2)c2ccccc2)c(C)c1	1	1	-22	0.8	1.1	12	0.8	-6	1.2	-66
62	O=C(CCNS(=O)(=O)c1cccc2nsnc12)Nc1ccc2c(c1)OCCO2	0.8	0.69	0	1	1.1	-3	0.9	-6	1	-8
